U2OS ROS induce = inducers of reactive oxygen species in cancer cells. U2OS ROS induction, H2DCF-DA fluorescence. ROS induction (% of piperlongumine), % at 10 µM. 46,000 tested, 2% active; in the data active means ROS induction above about 79%, passing the limit was not always enough;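 further: 0% = DMSO vehicle median and 100% = reference compound median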
Active calls of the source: *.

SMILES	U2OS ROS induce
NC(=O)[C@H]1[C@@H]2C(=O)O[C@@H](c3ccccc3)[C@@H](c3ccccc3)N2[C@@H](c2ccc(O)cc2)[C@]12C(=O)Nc1ccc(C#CCCO)cc12	-13
Cc1ccc(Cl)cc1N1CCN(C(=O)c2ccccc2N(Cc2ccccc2)S(C)(=O)=O)CC1	-9
COc1ccc(C2=NN(CC(=O)NCc3ccc(C)cc3)C(=O)CC2)cc1	0
COc1ccc(NC(=O)Nc2ccc3c(c2)CC(=O)N([C@H](C)CO)C[C@@H](C)[C@@H](CN(C)S(=O)(=O)c2ccc(F)cc2)O3)cc1	-7
C[C@@H]1CN([C@@H](C)CO)C(=O)Cc2cc(NC(=O)NC3CCCCC3)ccc2O[C@@H]1CN(C)C(=O)Nc1ccc2c(c1)OCO2	-4
C[C@@H]1CN([C@@H](C)CO)C(=O)c2cc(NS(C)(=O)=O)ccc2O[C@H]1CN(C)C(=O)Nc1ccc(F)cc1	-2
O=C(Cn1ccc([N+](=O)[O-])n1)NCc1ccccc1	-11
CC(C)NC(=O)Nc1ccc2c(c1)C(=O)N([C@H](C)CO)C[C@H](C)[C@H](CN(C)C(=O)Nc1ccccc1)O2	6
COc1ccc(S(=O)(=O)Nc2ccc3c(c2)CC(=O)N([C@@H](C)CO)C[C@H](C)[C@H](CN(C)S(=O)(=O)c2ccc(Cl)cc2)O3)cc1	15
CCOc1ccc(C(=O)CC(=O)C(=O)OC)cc1	0
CCN(CC(=O)Nc1cccc(SC)c1)S(=O)(=O)c1ccc2ccccc2c1	3
CC1(C)CC(NC(=O)/C=C/C(=O)NC2CC(C)(C)NC(C)(C)C2)CC(C)(C)N1	10

In a second layout: 4 of the compounds above.
smiles: C[C@@H]1CN([C@@H](C)CO)C(=O)Cc2cc(NC(=O)NC3CCCCC3)ccc2O[C@@H]1CN(C)C(=O)Nc1ccc2c(c1)OCO2
  U2OS ROS induce: -4
smiles: CCOc1ccc(C(=O)CC(=O)C(=O)OC)cc1
  U2OS ROS induce: 0
smiles: COc1ccc(S(=O)(=O)Nc2ccc3c(c2)CC(=O)N([C@@H](C)CO)C[C@H](C)[C@H](CN(C)S(=O)(=O)c2ccc(Cl)cc2)O3)cc1
  U2OS ROS induce: 15
smiles: CC(C)NC(=O)Nc1ccc2c(c1)C(=O)N([C@H](C)CO)C[C@H](C)[C@H](CN(C)C(=O)Nc1ccccc1)O2
  U2OS ROS induce: 6

Continuation.
SMILES	U2OS ROS induce
Cc1cccc(N(CC(N)=O)S(C)(=O)=O)c1C	-9
Cc1ccc(S(=O)(=O)Nc2ccc3c(c2)C(=O)N([C@H](C)CO)C[C@H](C)[C@@H](CN(C)S(=O)(=O)c2ccccc2)OCCCC[C@@H](C)O3)cc1	137*
N=C1S/C(=C/c2ccccc2)C(=O)N1c1nonc1N	46
O=C(C1c2ccccc2Oc2ccccc21)N1CCCc2ccccc21	0
C[C@@H]1CN([C@H](C)CO)C(=O)c2cccc(NC(=O)Nc3ccccc3)c2O[C@H]1CN(C)C(=O)Nc1ccccc1	-1
Cc1ccc(S(=O)(=O)N(C)C[C@@H]2Oc3c(NS(=O)(=O)c4ccc(Cl)cc4)cccc3C(=O)N([C@H](C)CO)C[C@@H]2C)cc1	0
Cc1nnc(SCC(=O)Nc2ccccc2N2CCOCC2)s1	0
C[C@H](CO)N1C[C@H](C)[C@H](CN(C)S(=O)(=O)c2ccc(F)cc2)Oc2c(NS(=O)(=O)c3cn(C)cn3)cccc2C1=O	-15
CC(C)NC(=O)Nc1ccc2c(c1)C(=O)N([C@H](C)CO)C[C@@H](C)[C@H](CN(C)Cc1ccc(C(=O)O)cc1)O2	1
N#CCCN(Cc1ccco1)S(=O)(=O)c1ccccc1	-9
C[C@@H]1CN([C@@H](C)CO)C(=O)c2cccc(NC(=O)Nc3ccc(F)cc3)c2O[C@H]1CN(C)Cc1ccc(Oc2ccccc2)cc1	21
C[C@@H]1CCCCO[C@H](CN(C)Cc2ccc3c(c2)OCO3)[C@@H](C)CN([C@H](C)CO)C(=O)c2cc(NS(=O)(=O)c3cccs3)ccc2O1	-3
C[C@@H]1CN([C@H](C)CO)C(=O)Cc2cc(NC(=O)Nc3ccc4c(c3)OCO4)ccc2O[C@H]1CN(C)CC1CC1	128*
O=C(NCC1COc2ccccc2O1)c1cc2c(s1)-c1ccccc1OC2 (stereo unspecified)	1
C[C@@H]1CN([C@@H](C)CO)C(=O)Cc2cc(NS(=O)(=O)c3ccc(F)cc3)ccc2O[C@@H]1CN(C)C(=O)Nc1ccccc1	-6
COc1ccc(NC(=O)N(C)C[C@@H]2Oc3ccc(NS(=O)(=O)c4ccccc4)cc3C(=O)N([C@@H](C)CO)C[C@@H]2C)cc1	1
Cc1cc(C(F)(F)F)nc2snc(Br)c12	7
COc1ccc(CN(C)C[C@H]2Oc3ccc(NC(=O)Nc4cccc5ccccc45)cc3CC(=O)N([C@H](C)CO)C[C@H]2C)cc1	14
Cc1ccc(C(C)C)c(OCc2ccc(C(=O)Nc3sc4c(c3C#N)CCCC4)o2)c1	-5
S=c1nc[nH]c2c1cnn2-c1ccccc1	2
Cc1noc(C)c1NC(=O)Nc1ccc2c(c1)C(=O)N([C@@H](C)CO)C[C@@H](C)[C@@H](CN(C)Cc1ccncc1)O2	-3
CCCCN(Cc1ccccc1)S(=O)(=O)c1cccc2nsnc12	11
O=C1O[C@@H](c2ccccc2)[C@@H](c2ccccc2)N2[C@@H](c3ccc(O)cc3)[C@]3(C(=O)Nc4ccccc43)[C@@H](C(=O)NC[C@H](O)c3ccccc3)[C@H]12	5
CCC1CCc2c(sc3ncnc(N4CCOCC4)c23)C1 (stereo unspecified)	23
Cc1noc(C)c1S(=O)(=O)Nc1ccc2c(c1)C(=O)N([C@@H](C)CO)C[C@H](C)[C@H](CN(C)C(=O)Nc1ccccc1)O2	-1
C[C@@H]1CN([C@@H](C)CO)C(=O)c2cc(NC(=O)Cn3cnnn3)ccc2O[C@@H]1CN(C)Cc1ccc2c(c1)OCO2	-8
C[C@@H]1CN([C@@H](C)CO)C(=O)c2cc(NC(=O)Cc3cn(C)c4ccccc34)ccc2O[C@H]1CN(C)C	5
CCOC(=O)Cn1nc(-c2ccc(Cl)cc2)ccc1=O	6
COc1ccc(NC(=O)N(C)C[C@@H]2Oc3c(NC(=O)C4CCOCC4)cccc3C(=O)N([C@@H](C)CO)C[C@H]2C)cc1	0
COc1ccc(S(=O)(=O)Nc2cccc3c2O[C@H](CN(C)Cc2ccc4c(c2)OCO4)[C@H](C)CN([C@H](C)CO)C3=O)cc1	-5
COC(=O)c1cc(C)cc(=O)o1	-9
O=C(OCn1nnc2ccccc2c1=O)c1cccnc1	-3
O=C(Cc1cccs1)N1c2ccccc2Sc2ccccc21	-5
Cc1cc(NC(=O)CCOc2ccc(F)cc2)no1	22
S=C(CC(=S)N1CCOCC1)N1CCOCC1	11
CS(=O)(=O)N(CC(=O)Nc1ccccc1C(=O)N1CCOCC1)c1cccc(F)c1	2

6 compounds from above, sorted by SMILES length, highest first:
SMILES	U2OS ROS induce
Cc1noc(C)c1S(=O)(=O)Nc1ccc2c(c1)C(=O)N([C@@H](C)CO)C[C@H](C)[C@H](CN(C)C(=O)Nc1ccccc1)O2	-1
COc1ccc(S(=O)(=O)Nc2cccc3c2O[C@H](CN(C)Cc2ccc4c(c2)OCO4)[C@H](C)CN([C@H](C)CO)C3=O)cc1	-5
COc1ccc(NC(=O)N(C)C[C@@H]2Oc3c(NC(=O)C4CCOCC4)cccc3C(=O)N([C@@H](C)CO)C[C@H]2C)cc1	0
CS(=O)(=O)N(CC(=O)Nc1ccccc1C(=O)N1CCOCC1)c1cccc(F)c1	2
O=C(OCn1nnc2ccccc2c1=O)c1cccnc1	-3
Cc1cc(NC(=O)CCOc2ccc(F)cc2)no1	22

Going on with the list.
SMILES	U2OS ROS induce
O=C(CSc1nc(-c2cccs2)cc(C(F)(F)F)n1)N1CCSCC1	27
COc1ccc(-c2ccc(N)[n+](CCCC(=O)O)n2)cc1	-3
O=C(NCC1CCCO1)c1cc(=O)[nH]c2ccc(Br)cc12 (stereo unspecified)	-9
C[C@@H]1CN([C@@H](C)CO)C(=O)c2cccc(NC(=O)CCCCCC(=O)Nc3ccccc3N)c2O[C@@H]1CN(C)S(=O)(=O)c1ccc(Cl)cc1	50
C[C@H](CO)N1C[C@H](C)[C@H](CN(C)CC2CC2)Oc2c(NC(=O)CCCCCC(=O)Nc3ccccc3N)cccc2C1=O	-7
C[C@@H]1CN([C@H](C)CO)C(=O)c2cc(NS(=O)(=O)c3cccs3)ccc2O[C@H]1CN(C)C(=O)Nc1ccccc1	7
C[C@@H]1CN([C@H](C)CO)C(=O)c2cccc(NC(=O)C3CCOCC3)c2O[C@H]1CN(C)C(=O)Nc1ccc2c(c1)OCO2	-5
C[C@@H]1CN([C@@H](C)CO)C(=O)CCCn2cc(nn2)CO[C@H]1CN(C)C(=O)Nc1ccc(F)cc1	13
CCn1c(SCC(=O)Nc2cc(C(F)(F)F)ccc2Cl)nnc1-c1ccccc1F	9
O=C(O)C1CCCN1C(=O)OCc1ccccc1 (stereo unspecified)	-10
COC(=O)c1cn(C(=O)CCc2ccccc2)c2ccccc12	30
C[C@H]1CN([C@@H](C)CO)C(=O)Cc2cc(NC(=O)CCC(F)(F)F)ccc2O[C@@H]1CN(C)C(=O)Nc1ccc(C(F)(F)F)cc1	8
CSc1nc2cc(C)nn2c(-c2ccco2)c1C#N	2
CN(C)/C=N/c1nnc(SCC(=O)Nc2cc(Cl)cc(Cl)c2)s1	-7
Cc1noc(C)c1NC(=O)Nc1cccc2c1O[C@@H](CN(C)C)[C@@H](C)CN([C@H](C)CO)C2=O	0
C[C@H](CO)N1C[C@H](C)[C@H](CN(C)C(=O)Nc2ccccc2)Oc2ccc(NC(=O)NC3CCCCC3)cc2C1=O	-3
C[C@@H]1CN([C@H](C)CO)C(=O)c2cc(NC(=O)Cc3cn(C)c4ccccc34)ccc2O[C@H]1CN(C)Cc1ccccc1	52
COc1ccc(NC(=O)N(C)C[C@@H]2Oc3ccc(NC(=O)CCCN(C)C)cc3C(=O)N([C@H](C)CO)C[C@H]2C)cc1	-6
C[C@@H]1CN([C@@H](C)CO)C(=O)c2cc(NS(=O)(=O)c3ccccc3)ccc2O[C@@H]1CN(C)S(=O)(=O)c1cn(C)cn1	9
Cc1noc(C)c1S(=O)(=O)Nc1ccc2c(c1)C(=O)N([C@@H](C)CO)C[C@H](C)[C@H](CN(C)S(=O)(=O)c1ccccc1)O2	0
NC(=O)CSc1ccc(-c2cccs2)nn1	-20
CNC[C@@H]1Oc2c(NC(=O)Nc3c(C)noc3C)cccc2C(=O)N([C@@H](C)CO)C[C@H]1C	-16
N#Cc1nc(-c2ccccc2)oc1NCCN1CCCCC1	4
CC1=C(C(=O)Nc2ccccc2C)C(c2cccc([N+](=O)[O-])c2)n2ncnc2N1 (stereo unspecified)	1
Cn1cnc2c(NCc3ccccc3)nc(NCCO)nc21	-14
COc1ccc(-c2cc(C)nc(SCc3cccc(C(=O)O)c3)n2)cc1	14
Cc1cc(C(=O)Nc2cccc3c2O[C@H](CN(C)S(=O)(=O)c2cccs2)[C@@H](C)CN([C@H](C)CO)C3=O)n(C)n1	-11
CC(=O)OCC(=O)[C@@]1(O)CC[C@H]2[C@@H]3CCC4=CC(=O)CC[C@]4(C)[C@H]3[C@@H](O)C[C@@]21C	2
COc1cc(OC)cc(-c2nnc(SCC(=O)NC3CC4CCC3C4)o2)c1 (stereo unspecified)	31
Cc1cc(=O)n2c3ccccc3n(CC(O)CNc3ccccc3)c2c1C#N (stereo unspecified)	49
COc1ccc(C2CC(=O)Oc3cc(O)cc(O)c32)cc1 (stereo unspecified)	-1
Cc1cccc(-n2ncc3c(N(CC(C)C)CC(C)C)ncnc32)c1	48
CS(=O)(=O)N1CCN(c2cccc(Cl)c2)CC1	9
CCc1cc(O)c(C)c(O)c1C=O	-12
COC(=O)c1cc2cc(O)c(-c3c(O)cc4cc(C(=O)OC)oc(=O)c4c3O)c(O)c2c(=O)o1	-7
C[C@H]1CN([C@@H](C)CO)C(=O)Cc2cc(NS(=O)(=O)c3cn(C)cn3)ccc2O[C@H]1CN(C)C(=O)Nc1ccc(C(F)(F)F)cc1	44
C[C@@H]1CN([C@@H](C)CO)C(=O)Cc2cc(NC(=O)CCC(F)(F)F)ccc2O[C@@H]1CN(C)C	10
Cc1ccc(C(=O)CSc2nnc(-c3ccco3)o2)o1	-13
O=C(/C=C/c1ccccc1)O[C@@H]1C[C@@](O)(C(=O)O)C[C@@H](O)[C@@H]1O	-4
O=C(CSc1nnc(-c2cnccn2)n1-c1ccccc1)Nc1cc(C(F)(F)F)ccc1Cl	16
O=C(CSc1nnc(-c2cccs2)n1-c1ccc(F)cc1)Nc1ccc(Cl)c(Cl)c1	-7
Cc1noc(C)c1NC(=O)N(C)C[C@@H]1Oc2ccc(NC(=O)Cc3cn(C)c4ccccc34)cc2CC(=O)N([C@H](C)CO)C[C@@H]1C	9
CCN(CC)CCSc1nnc2c3ccccc3n(CC(N)=O)c2n1	2
C[C@@H]1CN([C@@H](C)CO)C(=O)c2cc(NS(=O)(=O)c3cn(C)cn3)ccc2O[C@@H]1CN(C)C	9
Cc1cccc(NC(=O)CSc2nnc(-c3cccs3)n2-c2ccccc2)c1C	-2
O=C(Nc1cccnc1)C1CC(c2ccc(Cl)c(Cl)c2)=NO1 (stereo unspecified)	2
Cc1ccc(NC(=O)Cn2cncc2-c2ccc([N+](=O)[O-])cc2)cc1C	-7
C[C@H]1CN([C@@H](C)CO)C(=O)c2cccc(NC(=O)c3ccc(-c4nccs4)cc3)c2O[C@H]1CN(C)S(=O)(=O)c1ccc(F)cc1	20
COc1ccc(NC(=O)Nc2ccc3c(c2)CC(=O)N([C@@H](C)CO)C[C@H](C)[C@@H](CN(C)S(=O)(=O)c2ccccc2)O3)cc1	-1
Cc1cc(Br)cnc1N=CNO	14
COc1cc(C)c(Br)cc1S(=O)(=O)NCCCN1CCOCC1	52
O=C(NCc1ccco1)C1CCCN(S(=O)(=O)c2ccc(Cl)cc2)C1 (stereo unspecified)	4
Cc1ccc(S(=O)(=O)Nc2ccc3c(c2)CC(=O)N([C@H](C)CO)C[C@@H](C)[C@@H](CN(C)C(=O)Nc2c(C)noc2C)O3)cc1	-7
Cc1sc(NC(=O)COc2ccc(-c3ccccc3)cc2)c(C(N)=O)c1C	-1
Cc1noc(C)c1NC(=O)Nc1ccc2c(c1)C(=O)N([C@@H](C)CO)C[C@@H](C)[C@H](CN(C)C)O2	14

Compound activity: PubChem BioAssay, Broad Institute

A portion of the library; the hit share may differ from the screen's.
